DDE Tn7 FP inh: inhibitors of Tn7 peptide binding to fibrin DD(E), primary screen, biochemical, fluorescence polarization, human fibrin, Tn7 probe; Fibrinogen beta chain (Homo sapiens), P02675; FP displacement of FITC-Tn7 peptide from fibrin DD(E); 0% = median of compound wells per plate; inhibition, % at 8.3 µM; 0.13% of 370,000 active;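 active = inhibition above the mean of compounds falling within the control limits plus 3 SD of them, cut at about 14% in these data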;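 also: 0% = plate median of compound wells and 100% = 10 µM Aha-Tn7 peptide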
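Assay system: human fibrin DD(E). Input: DD(E) 2 µM final. Medium: Tris buffer with calcium and detergent, pH 7.8. Compound dosing: single point at 8.3 µM. Timing: 10 min plus 3 h, room temperature. Technique: fluorescence polarization of the labelled Tn7 tracer. Read-out: percent inhibition. Replicates: singlicate testing.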
KLK7 zymogen act: proKLK7 zymogen activators, primary screen, biochemical, fluorescence intensity. Kallikrein-7 (Homo sapiens), P49862. purified proKLK7, EDANS-DABCYL substrate fluorescence; 100% is mature enzyme control, 0% vehicle. activation, % at 7 µM. 0.9% of 370,000 active;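 active = activation above the mean of all tested compounds plus 3 SD, computed per campaign excluding outliers beyond control limits, cut at about 13% in these data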
Target sequence (P49862 whole entry, looked up): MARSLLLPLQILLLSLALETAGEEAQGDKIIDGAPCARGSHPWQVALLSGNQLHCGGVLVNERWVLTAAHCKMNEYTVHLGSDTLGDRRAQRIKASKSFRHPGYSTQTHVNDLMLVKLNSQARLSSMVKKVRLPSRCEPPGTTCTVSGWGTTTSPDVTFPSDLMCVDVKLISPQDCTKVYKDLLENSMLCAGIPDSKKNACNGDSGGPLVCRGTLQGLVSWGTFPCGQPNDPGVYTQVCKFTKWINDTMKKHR
MBD2 inh: inhibitors of MBD2 binding to methylated DNA, primary screen, biochemical, TR-FRET, DNA-binding domain, human; MBD2 binding to methylated oligonucleotide; inhibition, % at 4.4 µM; 0.31% of 370,000 active; Methyl-CpG-binding domain protein 2 (Homo sapiens), Q9UBB5; in the data active = inhibition above about 13%
Target sequence (Q9UBB5 whole entry, looked up, the tested form may be a part): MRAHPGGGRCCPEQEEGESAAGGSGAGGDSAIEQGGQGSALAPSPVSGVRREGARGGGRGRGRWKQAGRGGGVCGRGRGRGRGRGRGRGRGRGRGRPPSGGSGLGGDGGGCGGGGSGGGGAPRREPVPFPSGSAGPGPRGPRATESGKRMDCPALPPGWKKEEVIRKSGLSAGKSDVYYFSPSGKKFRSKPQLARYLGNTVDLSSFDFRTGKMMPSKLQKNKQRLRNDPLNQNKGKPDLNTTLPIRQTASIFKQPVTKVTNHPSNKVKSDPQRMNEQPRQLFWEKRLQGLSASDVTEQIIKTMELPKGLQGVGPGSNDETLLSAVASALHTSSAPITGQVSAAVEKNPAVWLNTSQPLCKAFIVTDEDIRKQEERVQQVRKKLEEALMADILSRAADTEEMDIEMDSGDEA
PLC-gamma1 inh: PLC-gamma1 enzyme inhibitors, primary screen, biochemical, fluorescence, purified enzyme; inhibition, % at 12.2 µM; fluorogenic substrate; AID 720700, 2013; 1-phosphatidylinositol 4,5-bisphosphate phosphodiesterase gamma-1 (Homo sapiens), P19174; 0.84% of 370,000 active; in the data active = inhibition above about 9.5%
UHRF1 MBD2 ctr: UHRF1 methylated DNA binding inhibitors, primary screen, counter-screen for MBD2 inhibitor project, biochemical, TR-FRET, human UHRF1, single concentration. E3 ubiquitin-protein ligase UHRF1 (Homo sapiens), Q96T88. UHRF1 binding to methylated oligo. inhibition, % at 4.4 µM. 0.75% of 370,000 active. AID 687016, 2013; in the data active = inhibition above about 21%;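 also: UHRF1 SRA domain binding a hemimethylated CpG hairpin DNA probe; 0% = median of test compound wells and 100% = reference inhibitor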
PLC-beta3 inh: human PLC-beta3 inhibitors, primary screen, biochemical, fluorescence; 0.18% of 370,000 active; inhibition, % at 12.2 µM; Purified PLC-beta3, fluorogenic substrate; 1-phosphatidylinositol 4,5-bisphosphate phosphodiesterase beta-3 (Homo sapiens), Q01970; in the data active = inhibition above about 11%;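 also: 0% = median of compound wells on plate and 100% = full blocker control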
ARFGAP1 inhibitor: inhibitors of rat ARFGAP1 GAP activity, primary screen, biochemical, fluorescence polarization, GDP tracer; 0.26% of 360,000 active; inhibition, % at 16.5 µM; ADP-ribosylation factor GTPase-activating protein 1 (Rattus norvegicus), Q62848; Arfgap1-stimulated ARF1 GTP hydrolysis, GDP FP detection;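 active = inhibition above a per-plate limit, mean inhibition of low control wells plus 3 SD, cut at about 25% in these data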;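 also: 0% = DMSO wells with enzyme and 100% = wells lacking Arfgap1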
Target sequence (Q62848 1-136 limits assumed): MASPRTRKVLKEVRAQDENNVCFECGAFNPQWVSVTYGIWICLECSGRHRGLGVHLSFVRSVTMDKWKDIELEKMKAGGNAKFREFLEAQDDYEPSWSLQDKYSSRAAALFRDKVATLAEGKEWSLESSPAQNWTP
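system = rat Arfgap1 catalytic domain, aa 1-136 | technique = FP, GDP Alexa 633 tracer displaced from anti-GDP antibody, 620/688 nm | compound = one concentration, 16.5 µM, DMSO 1.26% | medium = HEPES-based buffer, pH 7.5 | timing = compound-enzyme preincubation 20 min, reaction 120 min, detection 60 min, 25 °C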
ADAM17 inh: ADAM17 inhibitors, primary screen, biochemical, QFRET; AID 720648, 2013; 0.83% of 370,000 active; inhibition, % at 6.95 µM; recombinant ADAM17, EDANS/DABCYL FRET peptide cleavage; Disintegrin and metalloproteinase domain-containing protein 17 (Homo sapiens), P78536;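 active = inhibition above the mean of compounds lying between control limits plus 3 SD, set per campaign, cut at about 8.5% in these data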;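 also: 0% = DMSO-only wells as the low control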
DDE Tn6 FP inh: inhibitors of Tn6 peptide binding to fibrin DD(E), primary screen, biochemical, fluorescence polarization, human fibrin, Tn6 probe; 0.21% of 370,000 active; Fibrin DD(E) TRITC-Tn6 fluorescence polarization displacement; Fibrinogen beta chain (Homo sapiens), P02675; inhibition, % at 8.3 µM;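 active = inhibition above a per-campaign cutoff: mean of compounds within control limits plus 3 SD, cut at about 15% in these data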;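 also: 0% = median of all compound wells on the plate and 100% = blocking peptide control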
ASAP1 GAP inh: inhibitors of human ASAP1 ArfGAP activity, primary screen, biochemical, fluorescence polarization; Arf-GAP with SH3 domain, ANK repeat and PH domain-containing protein 1 (Homo sapiens), …; ASAP1-stimulated ARF1 GTP hydrolysis, GDP FP detection; inhibition, % at 16.5 µM; 0.19% of 360,000 active; in the data active = inhibition above about 25%;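 also: 0% = vehicle with enzyme and substrate and 100% = no enzyme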
* = called active by the depositor; . = not tested or not shown.

Assay codes: A = DDE Tn7 FP inh; B = KLK7 zymogen act; C = MBD2 inh; D = PLC-gamma1 inh; E = UHRF1 MBD2 ctr; F = PLC-beta3 inh; G = ARFGAP1 inhibitor; H = ADAM17 inh; I = DDE Tn6 FP inh; J = ASAP1 GAP inh
> CCCS(=O)(=O)NC(=O)C1(C)CCCN(C(=O)c2ccnc(Cl)c2)C1 (stereo not given)
  A: -2 | B: 0.6 | C: 0 | D: 0 | E: -2 | F: 5 | G: -6 | H: -1 | I: 4 | J: -16
> c1csc(-c2nnc(SCc3cccc4ccccc34)o2)c1
  A: -2 | B: 0.5 | C: -3 | D: -2 | E: 3 | F: 0 | G: . | H: 2 | I: 3 | J: .
> COC(=O)c1cc(S(=O)(=O)N2CCN(c3cccc(OC)c3)CC2)cn1C
  A: 1 | B: -0.1 | C: 5 | D: 1 | E: 5 | F: -10 | G: 5 | H: -5 | I: 0 | J: -2
> CCn1c(C)c(C)c2cc(C(=O)NCCc3ccco3)ccc21
  A: 2 | B: 0.1 | C: 7 | D: -9 | E: 4 | F: -21 | G: -10 | H: -3 | I: -3 | J: -9
> O=C1NC(c2ccccc2)=C(c2ccccc2)C1=O
  A: -5 | B: -0.8 | C: 0 | D: 1 | E: -3 | F: 1 | G: -3 | H: 1 | I: 1 | J: -2
> CN1C(=O)N(C)C(c2cccc([N+](=O)[O-])c2)C2=C1CCCC2=O (stereo not given)
  A: 2 | B: 0.2 | C: 4 | D: 2 | E: -4 | F: -3 | G: -11 | H: -1 | I: 5 | J: -12
> COc1ccc(CSc2nnnn2-c2ccc(O)cc2)cc1F
  A: -8 | B: -0.5 | C: 2 | D: -1 | E: 3 | F: -12 | G: 15 | H: 5 | I: -1 | J: -9
> O=[N+]([O-])c1ccc(-c2cnc[nH]2)cc1
  A: -3 | B: -0.1 | C: 2 | D: 1 | E: -2 | F: -3 | G: 0 | H: 1 | I: 2 | J: -6
> COc1ccc(N2CCC(CNC(=S)Nc3cc(C)ccc3C)C2)cc1 (stereo not given)
  A: -3 | B: 0.0 | C: 0 | D: -2 | E: -4 | F: -8 | G: 2 | H: -3 | I: -2 | J: 1
> Cc1c(/C=N/NC(=O)c2cccnc2)cc(C#N)n1C
  A: -3 | B: 0.7 | C: -4 | D: -1 | E: -1 | F: -8 | G: 9 | H: -5 | I: -3 | J: 12
> COc1ccc(S[C@]2(C(=O)N3CCOCC3)CC(=O)N(c3ccc(OC)cc3)[C@@H]2c2ccc(OC)cc2)cc1
  A: 1 | B: 0.3 | C: -1 | D: 9.7* | E: 4 | F: 2 | G: . | H: 8 | I: 0 | J: .
> CC[C@H](CCCCCC#N)CCC(=O)N(c1ccccc1)c1ccccc1
  A: 3 | B: -0.5 | C: -1 | D: -1 | E: 1 | F: 2 | G: . | H: 4 | I: 0 | J: .
> CC(C)c1ccccc1NC(=O)CNCCc1ccc(C(F)(F)F)cc1
  A: -9 | B: 0.3 | C: -2 | D: -3 | E: 2 | F: -41 | G: 2 | H: 1 | I: -2 | J: 1
> C=C(C)C(=O)Nc1cccc(C2=NOC3(C2)C[C@@H](C(N)=O)N(C(=O)CCCCC)C3)c1 (stereo not given in full)
  A: -1 | B: 0.7 | C: 44* | D: -2 | E: 90* | F: 1 | G: 2 | H: -4 | I: 4 | J: -6
> CCOC(=O)C1=C(CSc2nc3c(cc2C#N)CN(C)CC3)OC(N)=C(C#N)C1c1ccc(Cl)cc1 (stereo not given)
  A: 4 | B: 0.3 | C: -7 | D: -115 | E: -4 | F: -140 | G: 0 | H: -16 | I: 9 | J: 0
> CCOc1ccc(-c2ccc(/C=C3/C(=N)N4C=CSC4=NC3=O)o2)c([N+](=O)[O-])c1
  A: -2 | B: -0.4 | C: 2 | D: -10 | E: -2 | F: -12 | G: 0 | H: -4 | I: -3 | J: -5
> CC(C)[C@H](NC(=O)c1cccc(CN(Cc2ccccc2)C(=O)/C=C/c2ccccc2)c1)C(=O)O
  A: 6 | B: -0.7 | C: 0 | D: 0 | E: -2 | F: -2 | G: -1 | H: -3 | I: 6 | J: -2
> O=C(COC(=O)/C=C/c1ccc(C(F)(F)F)cc1)NC1CCS(=O)(=O)C1 (stereo not given)
  A: -1 | B: 0.3 | C: -3 | D: 2 | E: -2 | F: -9 | G: -3 | H: -5 | I: 1 | J: -8
> COC(=O)C1CN(Cc2ccccc2)CCS(=O)(=O)N1Cc1ccccc1F (stereo not given)
  A: 2 | B: -0.1 | C: -5 | D: -3 | E: -1 | F: 4 | G: . | H: -1 | I: 4 | J: .
> CCCC(=O)Nc1c(C(=O)OCC)[nH]c2ccccc12
  A: 8 | B: -3.6 | C: 2 | D: -20 | E: -2 | F: -21 | G: 7 | H: -7 | I: 2 | J: -6
> COc1cc(/C=C/C(=O)O)cc(S(=O)(=O)NC2CC2)c1OC
  A: -5 | B: 0.1 | C: 5 | D: -2 | E: 1 | F: -5 | G: -1 | H: -2 | I: -5 | J: -7
> CCN1CCN(C(=O)/C(=C/c2cccs2)NC(=O)c2ccc(C)c(C)c2)CC1
  A: 7 | B: 0.3 | C: -1 | D: 2 | E: -3 | F: -5 | G: -4 | H: 0 | I: 2 | J: 4
> O=C1C2C3C=CC(C3)C2C(=O)N1CCN1CCN(Cc2ccc([N+](=O)[O-])cc2)CC1 (stereo not given)
  A: 5 | B: -0.8 | C: 0 | D: 4 | E: -1 | F: -1 | G: 8 | H: -3 | I: -2 | J: 0
> Cc1ccc(C2C(=O)N(C3CCC(C)CC3)CC(=O)N2C2CCCC2)cc1 (stereo not given)
  A: 4 | B: 0.1 | C: 7 | D: 3 | E: 15 | F: 1 | G: -9 | H: -3 | I: 1 | J: 5
> Cc1nn(Cc2ccc(Cl)cc2)c(C)c1NC(=O)CCCn1nc([N+](=O)[O-])c(Cl)c1C
  A: -6 | B: 0.6 | C: -4 | D: 3 | E: 2 | F: 3 | G: 3 | H: 3 | I: 0 | J: 1
> CC(=O)c1c(Nc2ccccc2)sc(C(=O)c2ccccc2)c1C
  A: 0 | B: -1.1 | C: 1 | D: -14 | E: -2 | F: -16 | G: 6 | H: -1 | I: -5 | J: 0
> O=C(O)/C=C/C(=O)NCc1ccccn1
  A: 6 | B: 0.1 | C: 6 | D: -7 | E: -1 | F: -16 | G: 4 | H: -7 | I: 0 | J: 3
> CN1CCN(c2nnc(-c3cccs3)c3ccccc23)CC1
  A: -5 | B: -0.4 | C: 4 | D: 1 | E: -3 | F: -7 | G: -2 | H: -2 | I: -4 | J: 0
> CCOC(=O)c1c(NC(=O)CSc2nc3ccccc3c(=O)n2-c2ccccc2)sc(C(C)=O)c1C
  A: 8 | B: 0.1 | C: 1 | D: -1 | E: -6 | F: -1 | G: -8 | H: 1 | I: -2 | J: 2
> CCC(CC)NCC(O)COc1ccc(Br)cc1 (stereo not given)
  A: -2 | B: 0.0 | C: 2 | D: 0 | E: 2 | F: -4 | G: -12 | H: 1 | I: 2 | J: 8
> CCOC(=O)c1ccc(CNC(=O)CSc2nnnn2-c2ccc(Cl)cc2)o1
  A: 7 | B: 0.0 | C: 5 | D: -1 | E: 15 | F: -4 | G: 7 | H: -7 | I: 6 | J: -5
> COc1ccccc1NS(=O)(=O)c1ccc(N2CCOCC2)c(N)c1
  A: 2 | B: -0.1 | C: -5 | D: 4 | E: 1 | F: 4 | G: -7 | H: 0 | I: -4 | J: -10
> COc1ccccc1NC(=O)c1cc(Br)ccc1Cl
  A: 2 | B: -0.4 | C: 0 | D: -1 | E: -1 | F: 0 | G: -2 | H: -4 | I: -3 | J: 5
> Cc1ccc2oc(C(=O)NCC(c3ccco3)N(C)C)c(C)c2c1 (stereo not given)
  A: -2 | B: 0.3 | C: -1 | D: 0 | E: -2 | F: -5 | G: 8 | H: 0 | I: -1 | J: 7
> O=C1C2C3C=CC(C3)C2C(=O)N1Cc1ccccc1 (stereo not given)
  A: 11 | B: 0.3 | C: -1 | D: 0 | E: 1 | F: 1 | G: 7 | H: -2 | I: 2 | J: -3
> CCOc1ccc(OCCC(=O)OCC(=O)N2CCN(S(=O)(=O)c3ccc(C)cc3C)CC2)cc1
  A: 6 | B: 1.0 | C: -5 | D: 2 | E: 1 | F: -2 | G: -14 | H: 3 | I: 8 | J: 0
> COCCCNC(=S)N(CCO)Cc1cc2cc3c(cc2[nH]c1=O)OCO3
  A: -6 | B: 1.5 | C: -1 | D: -21 | E: 1 | F: -33 | G: -1 | H: -104 | I: 4 | J: -7
> Cc1c(CN2CCC(CO)(Cc3ccccc3)CC2)c2ccccc2n1C
  A: 3 | B: -0.4 | C: -1 | D: 3 | E: -2 | F: 3 | G: 1 | H: 0 | I: -6 | J: 1
> O=C1Cc2c(-c3ccccc3)cc(-c3cccc(Cl)c3)nc2-c2ccccc2N1
  A: 2 | B: 0.1 | C: 5 | D: 1 | E: 0 | F: 4 | G: 5 | H: -5 | I: 6 | J: -10

Entries shown so far that have an NH in an aromatic ring (three):
Assay codes: A = DDE Tn7 FP inh; B = KLK7 zymogen act; C = MBD2 inh; D = PLC-gamma1 inh; E = UHRF1 MBD2 ctr; F = PLC-beta3 inh; G = ARFGAP1 inhibitor; H = ADAM17 inh; I = DDE Tn6 FP inh; J = ASAP1 GAP inh
> O=[N+]([O-])c1ccc(-c2cnc[nH]2)cc1
  A: -3 | B: -0.1 | C: 2 | D: 1 | E: -2 | F: -3 | G: 0 | H: 1 | I: 2 | J: -6
> CCCC(=O)Nc1c(C(=O)OCC)[nH]c2ccccc12
  A: 8 | B: -3.6 | C: 2 | D: -20 | E: -2 | F: -21 | G: 7 | H: -7 | I: 2 | J: -6
> COCCCNC(=S)N(CCO)Cc1cc2cc3c(cc2[nH]c1=O)OCO3
  A: -6 | B: 1.5 | C: -1 | D: -21 | E: 1 | F: -33 | G: -1 | H: -104 | I: 4 | J: -7

From PubChem
